Screens from PubChem.
CHRM5 agonist: CHRM5 agonism in calcium assay | P08912 | CHO-K1 hM5 cells, Fluo-8 calcium fluorescence; 0% DMSO wells, 100% maximal acetylcholine response | activation, % at 3 µM | 0.19% of 360,000 active;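 active means activation above the run's mean over test compounds plus 3 SD, cut at about 23% in these data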;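 further: signal is peak over basal fluorescence ratio across the kinetic read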
CHRM4 PAM: positive allosteric modulators of human muscarinic M4 receptor | P08173 | CHO-K1 hM4/Gqi5, Fluo-8 calcium fluorescence, ACh EC20; 0% = ACh EC20, 100% = maximal ACh | activation, % at 3 µM | 0.4% of 360,000 active | AID 624126;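 active means activation above its plate's cutoff, the mean activation of sample wells plus 3 SD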; further: some results filed as inactive read as strong as hits
Target sequence (P08173 whole entry, looked up): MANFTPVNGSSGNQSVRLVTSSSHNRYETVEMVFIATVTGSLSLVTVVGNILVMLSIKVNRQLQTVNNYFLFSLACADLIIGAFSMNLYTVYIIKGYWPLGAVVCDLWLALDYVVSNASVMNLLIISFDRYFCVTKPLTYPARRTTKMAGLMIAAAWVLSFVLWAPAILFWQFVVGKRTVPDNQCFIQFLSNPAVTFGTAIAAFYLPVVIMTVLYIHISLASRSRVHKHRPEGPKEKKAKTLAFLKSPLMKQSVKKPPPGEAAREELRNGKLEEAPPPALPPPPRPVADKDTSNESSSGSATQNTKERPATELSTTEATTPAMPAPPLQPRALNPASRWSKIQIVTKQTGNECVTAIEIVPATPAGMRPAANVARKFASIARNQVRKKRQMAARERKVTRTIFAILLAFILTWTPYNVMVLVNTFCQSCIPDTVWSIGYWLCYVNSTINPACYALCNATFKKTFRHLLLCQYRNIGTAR
M5 PAM: CHRM5 positive allosteric modulation. P08912. CHO-K1 hM5, Fluo-8 calcium, ACh EC20 PAM; 0% = ACh EC20, 100% = ACh EC100. activation, % at 3 µM. 0.3% of 360,000 active;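 active means activation above the run cutoff, the mean activation of all test compounds plus 3 SD, cut at about 18% in these data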
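Replicates: One well per compound, no replicates | System: Human M5 receptor in CHO-K1 cells | Benchmarks: Low control EC20 acetylcholine (0%), high control EC100 acetylcholine (100%) | Probe or stimulus: Acetylcholine, EC20 level | Times: Fluo-8 loading 80 min at 37 °C plus 30 min room temperature | Signal: Intracellular calcium via Fluo-8 fluorescence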
TAAR1 antag: antagonists of human TAAR1; Q96RJ0; CHO RD-HGA16 TAAR1, Fluo-8 calcium fluorescence, antagonist; inhibition, % at 3 µM; 1.5% of 360,000 active;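 active means inhibition above a per-plate cutoff, the mean inhibition of test compounds on that plate plus 3 SD, cut at about 49% in these data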;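 further: 0% = DMSO plus EC80 beta-PEA response and 100% = DMSO alone without agonist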
Target sequence (Q96RJ0 whole entry, looked up): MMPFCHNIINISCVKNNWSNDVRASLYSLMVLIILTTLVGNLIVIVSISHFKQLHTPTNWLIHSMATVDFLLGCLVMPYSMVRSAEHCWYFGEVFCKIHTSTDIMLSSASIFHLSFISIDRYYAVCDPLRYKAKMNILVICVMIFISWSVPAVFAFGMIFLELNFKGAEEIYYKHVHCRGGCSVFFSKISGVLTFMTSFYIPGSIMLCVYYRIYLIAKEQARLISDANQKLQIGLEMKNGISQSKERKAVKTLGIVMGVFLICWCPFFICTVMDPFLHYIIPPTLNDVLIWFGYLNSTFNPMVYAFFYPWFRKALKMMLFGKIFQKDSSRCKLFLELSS
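test system = CHO RD-HGA16 cells bearing hTAAR1 | replication = singlicate | controls = DMSO-only wells and EC80 β-PEA-stimulated wells | reagent = EC80 β-phenethylamine stimulus | read-out basis = percent inhibition of PEA-evoked calcium signal, max/basal emission ratio | schedule = seeding 17-24 h prior, 75-min 37 °C, 30-min RT dye loading | signal = kinetic Fluo-8 calcium fluorescence measurement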
M1 PAM parental: M1 PAM counterscreen hit in parental CHO-K1 cells. ATP EC20, Fluo-8 calcium fluorescence; 0% at ATP EC20, 100% at ATP max. activation, % at 3 µM. 0.02% of 360,000 active. AID 602247;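 active means activation above the run cutoff, the mean activation of all test compounds plus 3 SD, cut at about 40% in these data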;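 further: peak over basal fluorescence ratio in a 140 s read after ATP addition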
TAAR1 agonist: human TAAR1 agonism | Q96RJ0 | CHO RD-HGA16 TAAR1, Fluo-8 calcium fluorescence; vehicle wells 0%, saturating PEA agonist 100% | activation, % at 3 µM | 0.99% of 360,000 active;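 active means activation above the mean activation of all test compounds in the run plus 3 SD, cut at about 38% in these data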
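Test system: RD-HGA16 (CHO) cells co-expressing Gα16 and hTAAR1; dosing: one-point dosing at 3 µM (nominal); timing: 17-24 h seeding, 75 min 37 °C dye, 30 min RT; signal: kinetic Fluo-8 calcium fluorescence; read-out basis: % activation relative to PEA EC100 response; controls: DMSO and PEA EC100; replicates: n 1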
CRFR2-BP ag: CRF-BP/CRF-R2 complex agonism; HEK293 CRF-R2/CRF-BP, calcium dye fluorescence (FLIPR); percent of saturating CRF peptide response; activation, % at 13.2 µM; 0.46% of 350,000 active; AID 588473;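 active means activation of at least 50%, plus an integration ratio under a set limit after plate pattern correction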;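 further: plate controls were neutral control wells without compound for no effect and CRF at EC100 for full effect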
CHRM5 antagonist: blocks acetylcholine activation of human M5 receptor | P08912 | CHO-hM5 cells, Fluo-8 calcium fluorescence, ACh EC80 | inhibition, % at 3 µM | 0.59% of 360,000 active;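 active means inhibition above a per-plate cutoff, the mean of that plate's test compounds plus 3 SD, cut at about 27% in these data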;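 further: 0% = acetylcholine EC80 with DMSO and 100% = DMSO without agonist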
CRFR2-BP antag: antagonists of CRF-binding protein/CRF-R2 receptor complex. AID 588475. inhibition, % at 11.8 µM. HEK293 CRF-R2/CRF-BP, CRF-induced calcium fluorescence. 0.59% of 350,000 active;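 active means inhibition of the ligand-induced calcium signal above about 50% at the single tested concentration, limit read from the data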
* = called active by the depositor; / = not tested or not shown; & = joins results of further samples. No enrichment for hits; about 4.2% have a hit in one of these screens.

canonical_smiles,CHRM4 PAM,TAAR1 agonist,CRFR2-BP antag,M1 PAM parental,CRFR2-BP ag,M5 PAM,CHRM5 antagonist,TAAR1 antag,CHRM5 agonist
Cc1ccc(C)c(Cn2nnc3c(=O)[nH]c(C4CCN(S(=O)(=O)c5ccc(S(=O)(=O)NC6CC6)cc5)CC4)nc32)c1,-18,-2,-6,-3,2.5,-2,-5,5,-6
Cc1sc(NC(=S)NC(=O)c2cccs2)nc1-c1ccc(CC(C)C)cc1,2,4,-47,13,2.2,-8,3,-11,0
Cc1coc2cc3oc(=O)c(CCC(=O)NCC(=O)O)c(C)c3cc12,7,0,-8,5,-1.7,9,-3,-7,0
O=c1c2ccccc2nc2ccccn12,3,1,3,17,-0.4,3,10,-10,-5
C(C#CCCCCCCCCC[n+]1ccccc1)#CCCCCCCCCC[n+]1ccccc1,-10&-23,/,-1&-6,15&10,-0.1&0.6,-38&-17,99*,/,-12&-8
COc1ccc(CCNC(=O)CSc2ccc(-c3ccco3)nn2)cc1,-5,0,11,8,-4.9,-7,15,-19,-2
O=C(Cn1c(=O)n(CCC(=O)N2CCCCC2)c(=O)c2sccc21)NCc1ccccc1,-5,2,1,2,-2.2,-5,13,-10,-3
O=C(NCC1CCCO1)c1c(O)c2cccc3c2n(c1=O)CCC3 (stereo not drawn),6,16,-28,3,-2.1,1,-1,10,-3
Clc1ccc(-c2nnc3n2CCCC3)cc1Cl,2,1,1,11,-1.1,-1,6,-14,-2
O=C1CSC(c2ccccc2)N1c1nc(-c2ccc(Cl)cc2Cl)cs1 (stereo not drawn),2,/,-18,17,9.6,4,-1,/,0
CC(C)c1ccc(NC(=O)c2csnn2)cc1,4,1,-38,16,0.2,5,6,3,1
COCCCNc1nc(N)c([N+](=O)[O-])c(NCC2CCCO2)n1 (stereo not drawn),4,4,-1,22,1.2,10,2,-3,6
COCCN1C=C2C(=O)C(C)(OC(=O)CCc3ccccc3)C(=O)C=C2C=C1c1ccc(C#N)cc1 (stereo not drawn),-2,12,-5,23,1.9,8,3,9,0
CC(C)(C)CNc1cc(N2CCCC2)ccc1[N+](=O)[O-],-3,/,-24,3,-1.3,7,-9,/,1
Cc1c(C(=O)Nc2ccccc2)sc2ncn(CC(=O)N3CCCCC3)c(=O)c12,-2,1,-6,19,0.8,-6,-4,3,1
CCOC(=O)C1=C(C)N=c2sc(=Cc3cc(Cl)c(OCC(=O)O)c(Cl)c3)c(=O)n2C1c1cccc(OC)c1 (stereo not drawn),5,2,/,1,/,10,-8,-2,3
CCOc1ccc(-c2c(C)sc3nc[nH]c(=O)c23)cc1,-7,14,4,15,-1.5,-18,18,76*,1
CN(Cc1ccccc1F)C(=O)c1sccc1-c1ccccc1,-3,2,7,5,-0.2,-4,13,-27,-9
Cc1ccc(C2(c3ccccc3)NC(=O)N(CC(=O)NCc3ccco3)C2=O)cc1C (stereo not drawn),-3,0,-11,8,0.6,18*,-11,-15,-10
COc1ccc(OCCN(C)C(=O)c2cccc(S(=O)(=O)N(C)c3ccccc3)c2)cc1,-7,9,9,2,1.0,-28,13,28,0
O=[N+]([O-])c1cccc(C2(O)COc3ccccc3O2)c1 (stereo not drawn),-4,4,18,7,-0.1,-3,2,-9,-4
COC(=O)CCC(=O)NC(=S)Nc1ccc(S(=O)(=O)Nc2cc(OC)nc(OC)n2)cc1,2,2,-4,26,-1.3,2,1,-20,0
O=C(OCN1C(=O)c2ccccc2C1=O)c1cccs1,12,4,14,9,7.5,2,1,4,-1
CC(C)N1CCN(C(=O)c2ccc(OC3CCN(CCc4ccccc4)CC3)cc2)CC1,-17,2,7,7,0.1,-8,12,-18,-7
CCOC(=O)CNC(=O)CSc1nc2c(C)cccc2cc1CC,14,7,3,-11,-11,-1,0,11,-5
Cc1cc(Cl)ccc1OCC(=O)N1CC(C)CC(C)C1 (stereo not drawn),3,5,-9,-11,0.8,10,0,3,-5
N#CCCn1cc(C(=O)N2CCCCC2)c(-c2ccc([N+](=O)[O-])cc2)n1,2,0,20,9,3.9,6,3,21,-3
CCC(C)NC(=O)C1CCC(CNS(=O)(=O)c2cccc3nsnc23)CC1 (stereo not drawn),0,/,-4,15,-1.6,-2,-3,/,-5
CCOC(=O)Nc1ccc(S(=O)(=O)NC2CCCCC2)cc1,-8,3,-4,17,-0.7,1,11,7,2
Cc1ccc(C(=O)CCC2CCCCC2=O)cc1 (stereo not drawn),0,5,4,17,-0.6,0,5,11,-3
N#Cc1ccsc1NC(=O)COC(=O)c1cc2ccccc2cc1O,-10,12,-10,8,2.3,-2,2,15,6
CCN(c1ccccc1)S(=O)(=O)c1ccc(C(=O)Nc2ccccn2)cc1,5,2,0,3,-0.2,-8,3,7,-1

Results in M1 PAM parental (three entries from above):
Structure	M1 PAM parental
N#CCCn1cc(C(=O)N2CCCCC2)c(-c2ccc([N+](=O)[O-])cc2)n1	9
CCC(C)NC(=O)C1CCC(CNS(=O)(=O)c2cccc3nsnc23)CC1 (stereo not drawn)	15
CCOC(=O)Nc1ccc(S(=O)(=O)NC2CCCCC2)cc1	17

Later entries:
canonical_smiles,CHRM4 PAM,TAAR1 agonist,CRFR2-BP antag,M1 PAM parental,CRFR2-BP ag,M5 PAM,CHRM5 antagonist,TAAR1 antag,CHRM5 agonist
O=C(C(=O)N1CCN(c2ccccc2)CC1)c1cccc(Br)c1,-4,1,/,/,/,-4,3,-10,-1
O=C(Cn1c(CO)nc2ccccc21)Nc1cc(C(F)(F)F)ccc1N1CCOCC1,-3,6,5,15,0.8,0,0,-10,2
CCCCNC(=O)Cn1cnc2sc(C)c(S(=O)(=O)N3CCN(c4ccccc4OC)CC3)c2c1=O,4,1,8,21,-3.0,3,-4,0,1
COc1ccc(NC(=O)c2cc(C3CCCCN3C(=O)c3ccc(NC(C)=O)cc3)on2)c(C)c1 (stereo not drawn),-2,0,/,-3,/,2,0,2,-1
O=C1NC(=S)S/C1=C1\Sc2ccccc2N1CCCS(=O)(=O)O,-1,14,-6,22,-0.6,5,-7,4,-3
Cc1cccc(OCC(=O)NCC(c2ccco2)N2CCCC2)c1 (stereo not drawn),5,0,10,-3,-0.1,0,-3,-17,-2
CCN1C(=O)[C@H]2[C@@H](c3ccc(C)cc3)N[C@]3(CCCN(Cc4ccc(Cl)cc4)C3=O)[C@H]2C1=O,8,-2,4,9,-2.5,0,10,-4,0
CCOc1ccccc1NS(=O)(=O)c1ccc(-n2cccn2)cc1,-3,2,-9,-6,-0.3,-9,18,2,-2
COCCNC(=S)NNC(=O)c1cccs1,7,3,12,23,-1.8,0,6,3,4
CCN(C[C@H]1N[C@@](CC)(C(=O)OC)[C@H]2C(=O)N(Cc3ccccc3)C(=O)[C@@H]12)C(=O)c1ccc(C(C)(C)C)cc1,-10,13,-9,17,0.6,-11,4,54*,4
CCOC(=O)Cn1c(=O)oc2cc(S(=O)(=O)NCC3CCCO3)ccc21 (stereo not drawn),0,0,13,2,0.4,0,-3,12,2
CC1CC(C)(C)CC2(C1)NC(=O)N(CC(=O)N1CCN(Cc3ccc(C#N)cc3)CC1)C2=O (stereo not drawn),16,0,0,-4,-1.1,-3,9,15,4
CCOc1ccc(/C=N/OCC(=O)Nc2ccc(OCc3ccccc3)cc2)cc1OC,2,1,17,6,2.4,-2,0,23,-3
O=C(NN1C(=O)C2C(C1=O)C1C=CC2C12CC2)c1cccc(Cl)c1 (stereo not drawn),4,-1,-1,22,-3.6,1,9,12,-4
Cc1cc2ccccn2c1C(=S)NC(=O)c1ccccc1,-4,-1,16,23,-2.9,5,3,8,-2
CC1CN(C(=O)c2cccc(S(=O)(=O)NCc3ccccc3)c2)CC(C)O1 (stereo not drawn),2,3,-2,11,-0.8,-3,8,-11,-2
Cc1ccccc1OCC(=O)NCC(c1cccs1)N1CCOCC1 (stereo not drawn),3,4,-11,-20,-0.2,3,-1,1,6
Cc1cccc(C(=O)Oc2c(Br)cc(Br)cc2/C=N/NC(=O)c2ccncc2)c1,3,-2,-3,23,1.4,4,10,22,-2
FC(F)(F)c1cccc(NCc2cn3cccnc3n2)c1,15,/,-9,25,-1.0,0,4,/,-3
COc1cc(/C=C/CN2CCN(CCC(C)C)C(CCO)C2)ccc1O (stereo not drawn),-6,10,-5,-7,-3.0,5,4,3,-6
COc1cccc(-c2nnc(SCc3ccc(C#N)cc3)n2Cc2ccco2)c1,-1,6,16,13,-5.4,-9,-6,8,-5
N#Cc1c(-c2ccccc2)nc(SCC(=O)Nc2nnc(C(F)(F)F)s2)[nH]c1=O,-1,1,10,12,2.7,8,2,-3,1
CC(Sc1nnc(C2CC2)n1-c1ccccc1)C(=O)N1CCNC1=O (stereo not drawn),23*,4,-10,-14,1.2,-4,3,-7,3
O=C(COc1ccccc1-c1ccccc1)NCCN1C(=O)S/C(=C\c2cccnc2)C1=O,7,11,-21,-7,-5.9,-5,20,70*,0
COc1ccc(/C=C/C(=O)Nc2nc(C)c(C(=O)N(C)C)s2)cc1OC,6,2,3,26,0.0,-3,4,-13,-2
CCOC(=O)c1c(C)[nH]c(C(=O)OCC(=O)Nc2cc(Cl)ccc2OC)c1C,4,-1,-1,17,-0.2,1,2,15,1
CC(C)(C)OC(=O)NCCc1onc(-c2ccc([N+](=O)[O-])cc2)c1C(=O)O,5,0,27,19,0.6,0,-1,-10,1
CCNC(=O)CC1C(=O)N(c2ccc(C)cc2)C(=O)N1CCc1ccc(OC)c(OC)c1 (stereo not drawn),3,0,29,20,0.7,0,2,-9,0
CC(=O)Nc1cccc(NC(=O)c2c(-c3ccccc3Cl)noc2C)c1,5,12,-30,5,-1.3,-12,1,14,4
COC(C)(C)c1cc(C(C)(C)C)nc(N)n1,6,3,-6,10,-0.9,9,-4,8,-1
CN[C@H](C)C(=O)NC[C@H]1O[C@@H](n2cc(C)c(=O)[nH]c2=O)C[C@@H]1O,1,1,-12,-7,-0.5,4,-9,4,1
Cc1cc(C)c(C)c(S(=O)(=O)N2CCN(C(=O)c3ccncc3)CC2)c1C,3,-1,-7,12,1.6,2,6,4,2
COc1ccc(CC(=O)Oc2ccc(C#N)cc2)cc1,-1,4,9,7,-1.4,3,1,2,0
